# Screening data deposited in PubChem by National Center for Advancing Translational Sciences (NCATS).
# AmpC inh no detg = AmpC beta-lactamase inhibition without detergent. P00811. AmpC nitrocefin hydrolysis, absorbance 480 nm, 0.0001% Triton. Potency, µM (highest dose often 57.1 µM), for the others: top-dose activity change, negative = inhibition, most hits filed as inhibitors. actives 0.52% (n = 330,000). AID 485341;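 also: potency is read from the fitted curve at half-maximal effect; plate controls were no compound for no effect and no enzyme for full effect; nearly all actives have a fitted effect of over 20% in size; some results filed as inactive show a strong effect at the top dose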
# Target sequence (P00811 whole entry, looked up): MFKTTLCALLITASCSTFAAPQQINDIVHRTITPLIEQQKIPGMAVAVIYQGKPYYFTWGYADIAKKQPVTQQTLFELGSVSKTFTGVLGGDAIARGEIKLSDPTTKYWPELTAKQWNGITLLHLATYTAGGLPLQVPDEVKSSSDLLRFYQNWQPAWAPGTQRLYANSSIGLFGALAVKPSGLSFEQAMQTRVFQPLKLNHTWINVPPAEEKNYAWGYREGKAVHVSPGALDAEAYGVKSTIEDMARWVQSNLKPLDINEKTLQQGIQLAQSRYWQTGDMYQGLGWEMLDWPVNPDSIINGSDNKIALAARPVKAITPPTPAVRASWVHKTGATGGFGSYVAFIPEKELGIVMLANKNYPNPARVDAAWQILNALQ
#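 AmpC (5.3 nM in the dispensed reagent) in 20 mM phosphate pH 7.0 with 0.01% (detergent screen) or 0.0001% Triton X-100 was preincubated with compounds for 15 min at room temperature. Nitrocefin was then added from an 800 uM solution, and hydrolysis was followed at 480 nm.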
# AmpC detergent = inhibitors of E. coli AmpC beta-lactamase with detergent; actives 0.041% (n = 370,000); P00811; AmpC hydrolysis of nitrocefin, absorbance 480 nm, 0.01% Triton; Potency, µM (highest dose often 114 µM), inactives show at the highest dose activity change, negative = inhibition, most hits filed as inhibitors;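 also: potency is read from the fitted curve at half-maximal effect; 0% = no-compound wells and -100% = no-enzyme wells; nearly all actives have a fitted effect of over 25% in size; some results filed as inactive show a strong effect at the top dose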
#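 AmpC (5.3 nM in the dispensed reagent) in 20 mM phosphate pH 7.0 with 0.01% (detergent screen) or 0.0001% Triton X-100 was preincubated with compounds for 15 min at room temperature. Nitrocefin was then added from an 800 uM solution, and hydrolysis was followed at 480 nm.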
# HCMV antiviral = blocks human cytomegalovirus replication; HFF cells, HCMV-luciferase reporter, 72 h; stronger effect = lower value; activity change, negative = inhibition, % at 57.5 µM; actives 4.5% (n = 410,000); AID 1259415; in the data active = activity change below about -60%; inconclusive = no clear call, values can overlap the other calls; inactive = above about -39%
#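 Inhibition of viral replication was scored as loss of reporter luminescence in HFFs infected with HCMV-luciferase (MOI 1 PFU/cell) for 72 h; compounds tested at 2 doses, normalized to buffer and Salinomycin controls.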
# LmPK inhibitor = blocks Leishmania mexicana pyruvate kinase activity; Q27686; purified LmPK, Kinase-Glo ATP luminescence, 1 h; Potency, µM (titrated, usually from 57.5 µM), inactives show at the top dose activity change, negative = inhibition, usual class: inhibitors; actives 0.37% (n = 290,000); also: potency is read from the fitted curve at half-maximal effect
# Target sequence (Q27686 whole entry, looked up): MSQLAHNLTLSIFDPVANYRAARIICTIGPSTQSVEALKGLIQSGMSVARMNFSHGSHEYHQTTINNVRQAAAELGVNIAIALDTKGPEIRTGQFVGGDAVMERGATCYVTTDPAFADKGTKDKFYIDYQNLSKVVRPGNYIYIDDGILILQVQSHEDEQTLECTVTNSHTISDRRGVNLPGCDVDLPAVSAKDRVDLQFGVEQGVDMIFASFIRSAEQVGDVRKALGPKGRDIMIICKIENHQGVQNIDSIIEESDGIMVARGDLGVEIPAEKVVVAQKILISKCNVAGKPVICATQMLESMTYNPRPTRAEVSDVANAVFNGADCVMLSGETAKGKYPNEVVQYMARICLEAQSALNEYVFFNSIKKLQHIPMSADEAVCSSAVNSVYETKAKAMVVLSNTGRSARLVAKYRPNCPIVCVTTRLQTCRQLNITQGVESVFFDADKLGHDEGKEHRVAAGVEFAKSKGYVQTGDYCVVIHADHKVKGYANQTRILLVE
#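 qHTS format; LmPK 0.1 nM; substrates PEP 0.5 mM and ADP 0.1 mM. One-hour room-temperature incubation, then coupled luciferase luminescence; 0.5 nM enzyme wells mark activation.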
# Tb PYK inh = T. brucei pyruvate kinase inhibition; AID 624173; actives 0.12% (n = 410,000); Potency, µM (series often up to 76.8 µM), for inactives: top-dose activity, negative = inhibition, most hits filed as inhibitors; TbPYK enzyme, Kinase-Glo Plus ATP luminescence, 45 min; also: potency is read from the fitted curve at half-maximal effect; nearly all actives have a fitted effect of over 50% in size
#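 Readout: single end-point luminescence (Kinase-Glo Plus, 10 min). Reaction conditions were TbPYK/substrate plus 130 uM ADP, 45 min at RT, pH 7.2 TEA buffer. No-enzyme wells served as controls, and data were normalized before concentration-response fitting.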
# AMA1-RON2 inh = disrupts binding of P. falciparum AMA1 to RON2 | AlphaScreen AMA1-biotinylated RON2 peptide binding | Potency, µM (doses to about 58.2 µM), for inactives: at the highest dose activity change, negative = inhibition, hits mostly inhibitors | actives 0.2% (n = 360,000) | AID 720542;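 also: potency is read from the fitted curve at half-maximal effect; 0% = vehicle wells and -100% = peptide control; nearly all actives have a fitted effect of over 45% in size; some results filed as inactive show a strong effect at the top dose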
#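 AMA1 (3D7) with his tag at 25 nM final met compounds first, then biotinylated RON2 peptide at 25 nM; detection used donor plus acceptor beads, 10 µg/mL apiece, read by AlphaScreen after 30 min at room temperature.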
# Sm TGR inh = blocks Schistosoma mansoni thioredoxin glutathione reductase; AID 485364; Potency, µM (titrated, usually from 114 µM), without a hit: top-dose activity change, negative = inhibition, actives largely listed as inhibitors; purified TGR, DTNB reduction, TNB absorbance 405 nm; actives 3% (n = 360,000); Q962Y6; also: potency is read from the fitted curve at half-maximal effect; nearly all actives have a fitted effect of over 60% in size
#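 First, TGR (20 nM dispensed) and NADPH were mixed with compound. Second, a 15 min room-temperature incubation followed. Third, further NADPH and then DTNB were added to start the reaction. Finally, TNB absorbance was monitored kinetically.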
# Starred values were filed as active, the others as inactive; u = inconclusive; x = not tested or not shown; & = joins results of further samples; [ ] = dose if it differs, or a comment. Unless noted, calls follow the shape of the dose curve; as a rule, active = well fitted curve in the direction sought with a large enough effect; inconclusive = small, poorly fitted or top-dose-only effect, or another doubt; inactive = no such curve, though single readings can be large; an effect the other way counts as inactive or inconclusive. Unless noted, % is scaled to controls: 0 for no effect and ±100 for the full control effect.
# Values run as follows: AmpC inh no detg, AmpC detergent, HCMV antiviral, LmPK inhibitor, Tb PYK inh, AMA1-RON2 inh, Sm TGR inh
CC1=C(C(=O)OCc2ccccc2)C(c2ccc3c(c2)OCO3)NC(=O)N1CCCC(=O)O (stereo not drawn)
  x, x, 2, x, -2%, -4%, x
CCc1ccc(N(CC)c2ncnc3nc[nH]c23)cc1
  -2%, u, -85*, 1%, -12%, 10%, -1%
COc1ccc(CCc2ccc3cc(OC)ccc3n2)cc1
  x, x, -10, x, -1%, 30%[activator], x
COc1ccc(-c2ccc(CN3C(C(C)C)C(=O)N(Cc4cn(CC5CCCCC5)nn4)CCS3(=O)=O)cc2)cc1OC (stereo not drawn)
  x, x, 3, x, -2%, 9%, x
CCOc1ccc(NC(=O)c2cc3c(-c4ccccc4F)nn(C)c3s2)cc1
  x, 3%, 3, x, -3%, x, 3%
CN1/C(=C\C(=O)c2cccc(S(=O)(=O)N3CCCCC3)c2)C(C)(C)c2ccccc21
  -31%, 0%, -34, 1%, 6%, 11%, -5%
Cc1nc2ccccc2c(-c2ccccc2)c1C(=O)c1ccccc1
  10%, 4%, -104*, 0%, -2%, -17%, -14%
COc1cc(Nc2nc(-c3ccc(OC)c(OC)c3)nc3ccccc23)cc(OC)c1
  x, 2%, -33, x, 7%, x, 0%
O=C(COc1ccc2c(-c3ccccc3)cc(=O)oc2c1)NCC(O)c1ccccc1 (stereo not drawn)
  -31%, -8%, -12, -6%, 3%, 5%, -8%
O=C(Nc1ccon1)c1cccn(Cc2cccc(Cl)c2)c1=O
  x, 2%, -29, x, 2%, x, 10%
CNS(=O)(=O)c1cccc(C(=O)OC2CCOC2=O)c1 (stereo not drawn)
  -8%, 1%, -17, 5%, -4%, 7%, 5%
CN(C)CCC(O)c1ccccc1 (stereo not drawn)
  -11%, 6%, -7, -8%, -2%, -2%, -7%
O=C(NCc1cccs1)C1CC(=O)N(Cc2ccccc2)C1 (stereo not drawn)
  -5%, x, -5, x, 1%, 6%, x
COc1ccc(C2=NN(C(=O)COC(=O)c3ccc(S(C)(=O)=O)c([N+](=O)[O-])c3)C(c3ccco3)C2)cc1 (stereo not drawn)
  18%, x, 42, x, -9%, -1%, x
Cc1ccc(OCc2nnc(SCC(=O)Nc3sc(C)c(C)c3C#N)n2C)cc1
  1%, -14%, 3, 0%, -4%, 4%, -6%
C(=N/N1CCN(c2ccccc2)CC1)/c1cccs1
  -5%, 4%, 18, 8%, -3%, -22%, 0%
CCn1c(C)nc2cc(C(=O)NNC(=O)[C@@H](NC(=O)c3cc(OC)cc(OC)c3)C(C)C)ccc21
  -41%, x, u, x, 10%, 24%, x
CC(=O)NC(C)c1nc2ccccc2n1CC(=O)NC(C)CCc1ccccc1 (stereo not drawn)
  76%[activator], -1%, 85, -1%, 0%, 7%, 7%
CCOC(=O)C1=C(COC(=O)Cc2ccc(OC)c(OC)c2)NC(=O)NC1C (stereo not drawn)
  -13%, u, 1, x, -6%, -2%, 4%
COc1ccc2nc(NC(=O)CSCC(=O)Nc3cc(C)on3)sc2c1
  -30%, -22%, 8, x, 5%, 22%, 1%
O=c1cc(CN2CCCCC2)c2ccccc2o1
  x, x, 16, x, 3%, -1%, x
O=S(=O)(N=S(N1CCCCC1)N1CCCCC1)c1ccccc1
  -7%, u, 15, -5%, 5%, -1%, -2%
CC(=O)C(C(C)=O)C(c1ccccc1)c1nc2ccccc2[nH]c1=O (stereo not drawn)
  -6%, -7%, 8, -1%, -7%, 9%, 5%
c1ccc(Nc2nc(-c3ccncc3)cs2)cc1
  -1%, 0%, 177, 0%, -6%, -7%, -2%
Cc1cccc(-n2c3nc(=O)[nH]c(=O)c-3cc3c(C)nn(-c4ccccc4)c32)c1C
  -13%, u, 0&-24, 0%, 2%&5%, -10%, 4%&0%
COc1ccc2c(c1)CC1(CN2C)C(=O)NC(=O)N(c2ccc(C)cc2)C1=O (stereo not drawn)
  -31%, u, 8, -3%, -17%, -3%, 50µM*
Cc1ccc2[nH]cc(C(c3ccccc3)c3cccs3)c2c1 (stereo not drawn)
  x, 23%, -79*, x, -10%, x, -1%
CC(C)c1ccc(CC(=O)N2CCC2(C)C(=O)NCCC#N)cc1 (stereo not drawn)
  x, x, 5, x, 0%, 0%, x
CCCn1cnc2c(SCc3ccccc3)nc(N)nc21
  x, x, 25, x, 1%, 0%, x
CN(C)c1nc(SCc2ccc(Cl)cc2)nc2c1CCCC2
  0%, -2%, -5, 3%, 8%, 43%[activator], 5%
COc1cccc(/C=N/Nc2c(Cl)cncc2Cl)c1O
  -16%, 8%, 89, -2%, -4%, 13%, -3%
CC(=O)c1ccc(N2CCN(C(=O)c3ccc4ccccc4n3)CC2)cc1
  12%, -5%, 41, -8%, 3%, 10%, 1%
Cc1ccc(NC(=O)CCc2nc3ccccc3c(=O)[nH]2)cc1S(=O)(=O)N1CCOCC1
  -3%, -1%, -16, x, -7%, -8%, 6%
Fc1cccc(NC(=S)NCC(c2cccnc2)N2CCOCC2)c1 (stereo not drawn)
  -15%, -10%, 24, -4%, 2%, -16%[11.6 µM], -27%
CCN1CC(CNCc2cn(-c3ccc(OC)cc3)nc2-c2ccccc2Cl)CC1=O (stereo not drawn)
  144%[activator], -2%, 19, -1%, 2%, 1%, -2%
CN(CCOc1ccccc1)CCOc1ccccc1
  1%, -1%, 9, -3%, 3%, -7%, 73%[activator]
CCCOC(=O)Cn1c(=O)c2cc3c(=O)n(CC(=O)OCCC)c(=O)c3cc2c1=O
  2%, 0%, -72*, -6%, 1%, 3%, u
CCOC(=O)C1CCCN(C(=O)c2cn(C)c3ccc(S(=O)(=O)N4CCCC4)cc3c2=O)C1 (stereo not drawn)
  3%, -10%, 1, 0%, -2%, 6%, 5%
S=c1nc[nH]c2c1sc1nc(N3CCOCC3)c3c(c12)CCCC3
  -19%, 6%, u, -4%, -19%, 56%[activator], 5%
Cc1ccccc1OCC(O)CN (stereo not drawn)
  -12%, -2%, -21, 5%, 8%, -10%, 8%
CCCS(=O)(=O)N1CCN(C2Cc3ccccc3C2)CC1
  2%, 1%, -9, -10%, 1%, u, -12%
Cc1ccc(/C=N\NC(=O)c2cncc(Br)c2)o1
  -30%, -5%, -12, 3%, -4%, 42%[activator], -17%
S=C(NCc1ccccc1)Nc1cccc2cnccc12
  -19%, -9%, -87*, 6%, -8%, -2%, u
Cc1nnsc1C(=O)Oc1ccccc1Cl
  x, 22%, -1, x, -5%, x, 45µM*
CCCCOc1ccc(C(=O)N2CCCCC2CCN2CCOCC2)cc1 (stereo not drawn)
  x, 5%, -38, x, -2%, x, 0%

# Shown field by field: 3 of the compounds above
COc1cccc(/C=N/Nc2c(Cl)cncc2Cl)c1O
  AmpC inh no detg = -16%; AmpC detergent = 8%; HCMV antiviral = 89; LmPK inhibitor = -2%; Tb PYK inh = -4%; AMA1-RON2 inh = 13%; Sm TGR inh = -3%
CN(CCOc1ccccc1)CCOc1ccccc1
  AmpC inh no detg = 1%; AmpC detergent = -1%; HCMV antiviral = 9; LmPK inhibitor = -3%; Tb PYK inh = 3%; AMA1-RON2 inh = -7%; Sm TGR inh = 73%[activator]
CC(=O)c1ccc(N2CCN(C(=O)c3ccc4ccccc4n3)CC2)cc1
  AmpC inh no detg = 12%; AmpC detergent = -5%; HCMV antiviral = 41; LmPK inhibitor = -8%; Tb PYK inh = 3%; AMA1-RON2 inh = 10%; Sm TGR inh = 1%

# Continued:
# Values run as follows: AmpC inh no detg, AmpC detergent, HCMV antiviral, LmPK inhibitor, Tb PYK inh, AMA1-RON2 inh, Sm TGR inh
O=[N+]([O-])c1cc(/C=N/Nc2nc(N3CCOCC3)nc(N3CCOCC3)n2)ccc1Cl
  -3%, -10%, -17, 0%, -4%, 6%, -5%
Cc1ccc(S(=O)(=O)N2CCCCC2)cc1NC(=O)c1ccc2c(=O)n3c(nc2c1)CCCCC3
  55%, -2%, -38, -1%, x, x, -8%
Cc1ccc(-n2c(N)cc(=O)nc2SCC(=O)NC2CCCCC2)cc1C
  25%, 0%, -1, -4%, -11%, -3%, -21%
CCn1c(=O)n(-c2ccc3c(c2)OCO3)c2nc(-c3cc(OC)ccc3OC)nc(C(N)=O)c21
  x, 15%, 5, x, 2%, x, 6%
CC(=O)N1CCC2(CC1)NC(=O)N(c1ccccc1)N2
  -22%, 2%, 57, 0%, -6%, 7%, 2%
CCOc1cc(C(=O)CCC(=O)OCC(=O)NC(=O)NCC(C)C)ccc1O
  -11%, -7%, 11, 4%, 1%, -14%, -15%
Cc1nn(C)cc1/C=C1/CC2C3CC=C4CC(O)CCC4(C)C3CCC2(C)C1=O (stereo not drawn)
  x, x, -33, x, -13%, -4%, x
COc1cccc(C(=O)Nc2nnc(C3CCCO3)s2)c1 (stereo not drawn)
  -28%, -5%, 61, 1%, -11%, 2%, -6%
O=C(Nc1ccnn1C1CCN(Cc2ccc(CO)o2)CC1)c1ccccc1
  80%[activator], -2%, 10, -1%, -3%, 2%, -15%
COc1cc(C2C(C#N)=C(C)NC3=C2C(=O)CC(C)(C)C3)ccc1O (stereo not drawn)
  -12%, 7%, -21, 2%, -10%, 5%, -3%
COc1ccc(NC(=O)CCC(=O)N/N=C/c2ccc([N+](=O)[O-])s2)cc1
  -10%, 5%, -36, 1%, 8%, 1%, u
C/C(=N\NC(=O)c1ccco1)c1ccc(C(=O)O)s1
  -8%, -5%, -3, -15%, 5%, 1%, 0%
Nc1nc(=O)n(C2OC(CO)C(O)C2O)cc1F (stereo not drawn)
  x, x, -99*, x, -5%, 1%, x
CC1CCCN(CCCNC(=O)c2ccc3c(c2)N(Cc2cccc(Cl)c2)C(=O)c2ccccc2S3(=O)=O)C1 (stereo not drawn)
  x, -4%, -25, x, 5%, x, 9%
Cc1cc(OC(=O)c2ccc(OC(C)C)cc2)c([N+](=O)[O-])c(=O)[nH]1
  -18%, 0%, -1, -4%, 8%, -1%, 1%
Cc1ccc(CN(C)C[C@@H]2OCc3cnnn3CCCC(=O)N([C@@H](C)CO)C[C@H]2C)cc1
  x, x, 6, x, 6%, 3%, x
CC(=O)c1c(C)[nH]c(=S)c(C#N)c1-c1ccc(F)cc1
  -31%, 1%, 17, 37%, u, 104%[activator], -17%
Cc1cn(-c2cc(C(=O)Nc3ccc(C)c(NC(=O)N4CCNC4=O)c3)cc(C(F)(F)F)c2)cn1
  54%, 3%, 12&-33, 0%, 8%&-9%, -11%&-7%, -3%
